Bioassay records from PubChem BioAssay.
TDP-43 yeast inh: rescues yeast growth from TDP-43 toxicity; Potency, µM (highest dose often 46.1 µM), for inactives: at the top dose growth rescue (activation), actives largely listed as activators; hit rate 1.8% among 410,000; TDP-43 expressing yeast growth rescue, BacTiter-Glo, 24 h; further: % of control where 0% means no effect; nearly all actives have a fitted effect of over 50% in size
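Luminescence from BacTiter-Glo reports growth of TDP-43-expressing yeast after 24 hr at 30 deg C with compound. Cells were raffinose-pregrown to mid-log, then seeded in galactose medium at OD600=0.02.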
FUS suppressor: rescues growth of FUS-expressing yeast; S. cerevisiae FUS-expressing, growth rescue, OD600, 24 h; Potency, µM (titrated, usually from 76.6 µM), without a hit: top-dose growth rescue (activation), usual class: activators; hit rate 0.24% among 390,000;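 further: plate controls were DMSO vehicle for no effect and reference control for full effect; nearly all actives have a fitted effect of over 55% in size; some results filed as inactive show a strong effect at the top dose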
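Yeast FUS proteinopathy model; galactose-induced FUS (2%), starting OD 0.005. Cpds in dilution series, 24hr, 30C, 99% humidity. Abs 600 nm growth. Pos ctrl CP55940 (top 92uM final); neg ctrl DMSO.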
EPAC1 agonist: activates human EPAC1 exchange factor; O95398; hit rate 0.073% among 360,000; Potency, µM (highest dose often 154 µM), for inactives: at the highest dose activation, actives largely listed as activators; EPAC1 agonist qHTS, biochemical assay; response scale: 100% = response to 6.5 mM cAMP; further: nearly all actives have a fitted effect of over 60% in size
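EPAC1 100 nM, Rap1B–BODIPY-GDP 250 nM, unlabeled GDP 50 uM; compound titration; 5 min RT; kinetic read ex480/em540 at 5-min intervals ×30 min; data normalized to 6.5 mM cAMP agonist control.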
EPAC2 agonist: activates human EPAC2 exchange factor; EPAC2 activation, biochemical qHTS; response scale: 100% = 6.5 mM cAMP response; Q8WZA2; hit rate 0.079% among 360,000; AID 720711; Potency, µM (highest dose often 154 µM), for inactives: at the highest dose activation, most hits filed as activators; further: nearly all actives have a fitted effect of over 50% in size
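Compounds were titrated in qHTS against a Rap1B-BODIPY-GDP (250 nM) complex with EPAC2 (100 nM) and GDP (50 uM). BODIPY-GDP release tracked at 480/540 nm over 30 min at room temperature, normalized to 6.5 mM cAMP.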
aSyn rescue: rescues yeast growth from alpha-synuclein toxicity. Yeast expressing alpha-synuclein, growth rescue, BacTiter-Glo, 24 h. Potency, µM (series often up to 46.1 µM), inactives show at the top dose growth rescue (activation), usual class: activators. hit rate 0.14% among 370,000; further: % of control where 0% means no effect; nearly all actives have a fitted effect of over 65% in size
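Galactose-induced alpha-syn yeast (OD600=0.02, raffinose-pregrown) + pinned cpd, 24 hr, 30 deg C; growth by BacTiter-Glo luminescence. Growth restoration scores as activation.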
PTHR1 ag: PTHR1 (human) receptor agonism; Q03431; HEK293 GP2 PTHR1 cells, GloSensor cAMP luminescence, 1 h; Potency, µM (doses to about 115 µM), for the others: at the top dose activation, most hits filed as activators; hit rate 0.075% among 410,000; AID 743266; further: nearly all actives have a fitted effect of over 55% in size; some results filed as inactive show a strong effect at the top dose; inactives centre near -15; many of its hits are not listed in these tables
Target sequence (Q03431 whole entry, looked up): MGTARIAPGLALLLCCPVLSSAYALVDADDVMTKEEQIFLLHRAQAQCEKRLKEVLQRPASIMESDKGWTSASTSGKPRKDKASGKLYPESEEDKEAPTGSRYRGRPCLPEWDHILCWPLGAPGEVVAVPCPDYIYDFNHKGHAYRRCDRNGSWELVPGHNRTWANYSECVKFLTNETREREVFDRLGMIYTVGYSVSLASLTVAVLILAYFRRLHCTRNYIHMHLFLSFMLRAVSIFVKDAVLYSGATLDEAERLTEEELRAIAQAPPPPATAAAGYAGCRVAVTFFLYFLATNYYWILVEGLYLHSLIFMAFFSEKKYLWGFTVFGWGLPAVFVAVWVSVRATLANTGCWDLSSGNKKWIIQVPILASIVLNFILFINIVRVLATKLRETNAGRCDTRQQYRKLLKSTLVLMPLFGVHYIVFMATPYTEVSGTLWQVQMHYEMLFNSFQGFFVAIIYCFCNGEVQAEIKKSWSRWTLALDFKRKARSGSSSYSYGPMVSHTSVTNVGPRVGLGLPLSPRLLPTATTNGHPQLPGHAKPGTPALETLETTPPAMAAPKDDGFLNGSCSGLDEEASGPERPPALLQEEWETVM
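HEK-293-derived GP2 cells expressing PTHR1 and a GloSensor cAMP reporter, 3,000/well, plated overnight, given luciferin plus IBMX (each 0.5 mM as added) for 1 h at 37 °C, then compound for 1 h at 37 °C. Luminescence was read after 15 min at room temperature.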
EPAC1 antag: blocks human EPAC1 exchange factor | EPAC1 GEF assay, Rap1b-BODIPY-GDP exchange fluorescence | Potency, µM (doses to about 115 µM), for inactives: at the highest dose activity change, negative = inhibition, most hits filed as inhibitors | hit rate 0.14% among 360,000;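 further: plate controls were vehicle for no effect and positive control for full effect; nearly all actives have a fitted effect of over 50% in size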
EPAC2 antagonist: blocks human EPAC2 exchange factor | Q8WZA2 | EPAC2 GEF exchange of Rap1B-BODIPY-GDP, fluorescence | Potency, µM (top dose mostly 114 µM), without a hit: at the highest dose activity, negative = inhibition, hits mostly inhibitors | hit rate 0.18% among 360,000; further: on the % scale 0 is the no-effect control and ±100 the full control effect; nearly all actives have a fitted effect of over 45% in size; many of its hits are not listed in these tables
The depositor's hits bear a star; & = joins results of further samples; [ ] = another dose, or the depositor's remark. The call rests on the fitted dose curve; in most records, active means well fitted curve in the direction sought with a large enough effect; inconclusive means small, poorly fitted or top-dose-only effect, or another doubt; inactive means no such curve, though single readings can be large; an effect the other way counts as inactive or inconclusive. Potency means the concentration at half of the fitted maximal effect. These rows are one share of the data (hit frequency here may not be typical).

Screening C/C(=N\NC(=O)c1ccccc1C)c1ccc(NC(=O)c2cccs2)cc1 returned TDP-43 yeast inh 12%, EPAC1 agonist -10%, EPAC2 agonist 5%, aSyn rescue -1%, PTHR1 ag -7%, EPAC1 antag -3% and EPAC2 antagonist -1%.
`CC1CCN(c2nnc(N)s2)CC1` gave TDP-43 yeast inh -11%, FUS suppressor -5%, EPAC1 agonist -1%, EPAC2 agonist 0%, aSyn rescue -7%, PTHR1 ag -4%[57.5 µM], EPAC1 antag -8% and EPAC2 antagonist 4%.
`COc1ccc(-c2cc(C(=O)Nc3cccnc3)c3ccccc3n2)cc1OC` gave TDP-43 yeast inh -19%, FUS suppressor 33%, EPAC1 agonist -11%, EPAC2 agonist 7%, aSyn rescue 0%, PTHR1 ag -42%, EPAC1 antag 6% and EPAC2 antagonist 5%.
Screening CC(CCc1ccccc1)NC(=O)C1CCN(S(=O)(=O)c2cnc[nH]2)CC1 (centres undefined) returned TDP-43 yeast inh 12%, FUS suppressor -2%, EPAC1 agonist 1%, EPAC2 agonist -4%, aSyn rescue 8%, PTHR1 ag inactive, EPAC1 antag -8% and EPAC2 antagonist 0%.
O=C(NC(Cc1ccccc1)c1ccc2c(c1)OCCCO2)c1ccc(F)cc1 (centres undefined) was read as TDP-43 yeast inh -15%, FUS suppressor 45%, EPAC1 agonist 13%, EPAC2 agonist 3%, aSyn rescue -18%, PTHR1 ag inconclusive, EPAC1 antag 0% and EPAC2 antagonist 4%.
O=C1NCCCC1C(=O)N/N=C/c1ccccc1O (centres undefined) was read as TDP-43 yeast inh 10%, FUS suppressor 4%, EPAC1 agonist -1%, EPAC2 agonist 7%, aSyn rescue 2%, PTHR1 ag inactive, EPAC1 antag 3% and EPAC2 antagonist -10%.
Screening CCOCCn1c(CCCO)nc2ccccc21 returned TDP-43 yeast inh -15%, FUS suppressor -3%, EPAC1 agonist 7%, EPAC2 agonist 9%, aSyn rescue -9%, PTHR1 ag inactive, EPAC1 antag 9% and EPAC2 antagonist 2%.
Screening CN(Cc1ccccc1)C(=O)c1c[nH]c2ccc(S(=O)(=O)N3CCOCC3)cc2c1=O returned TDP-43 yeast inh 20%, EPAC1 agonist 8%, EPAC2 agonist 5%, aSyn rescue 0%, PTHR1 ag -5%, EPAC1 antag 2% and EPAC2 antagonist 21%.
For COc1cc2cc(CCOC(=O)c3ccco3)oc(=O)c2cc1OC the results were TDP-43 yeast inh 35%, FUS suppressor -11%, EPAC1 agonist 9%, EPAC2 agonist 2%, aSyn rescue 3%, PTHR1 ag inactive, EPAC1 antag -5% and EPAC2 antagonist 0%.
For O=C(NCc1ccccn1)C(=O)Nc1nc(-c2ccccc2)cs1 the results were TDP-43 yeast inh -9%[1.82 µM], FUS suppressor 12%, EPAC1 agonist -12%, EPAC2 agonist 3%, aSyn rescue 1%, PTHR1 ag -31%[inhibitor], EPAC1 antag -3% and EPAC2 antagonist 0%.

No new results follow: 2 of the compounds above.
`CC1CCN(c2nnc(N)s2)CC1` gave TDP-43 yeast inh -11%, FUS suppressor -5%, EPAC1 agonist -1%, EPAC2 agonist 0%, aSyn rescue -7%, PTHR1 ag -4%[57.5 µM], EPAC1 antag -8% and EPAC2 antagonist 4%.
`COc1ccc(-c2cc(C(=O)Nc3cccnc3)c3ccccc3n2)cc1OC` gave TDP-43 yeast inh -19%, FUS suppressor 33%, EPAC1 agonist -11%, EPAC2 agonist 7%, aSyn rescue 0%, PTHR1 ag -42%, EPAC1 antag 6% and EPAC2 antagonist 5%.

The results go on.
For Cc1nn(CC(=O)N2CCCc3ccccc32)c(C)c1[N+](=O)[O-] the results were TDP-43 yeast inh 15%, FUS suppressor 7%, EPAC1 agonist 1%, EPAC2 agonist 5%, aSyn rescue 0%, PTHR1 ag inactive, EPAC1 antag -3% and EPAC2 antagonist 3%.
Screening CCOC(=O)c1c(C)[nH]c(C(=O)COC(=O)c2c(CC)noc2C)c1C returned TDP-43 yeast inh 7%, FUS suppressor -7%, EPAC1 agonist -6%, EPAC2 agonist -14%, aSyn rescue -3%, PTHR1 ag inactive, EPAC1 antag 6% and EPAC2 antagonist 2%.
COc1cccc(C(O)c2nc(-c3ccc(F)cc3OC)cs2)c1 (centres undefined) was read as TDP-43 yeast inh inconclusive, FUS suppressor 11%, EPAC1 agonist -14%, EPAC2 agonist 14%, aSyn rescue inconclusive, PTHR1 ag 18%, EPAC1 antag -5% and EPAC2 antagonist -5%.
For O=C(Nc1ccc(Cl)cc1)c1ccc2nsnc2c1 the results were TDP-43 yeast inh -4%, FUS suppressor 9%, EPAC1 agonist -6%, EPAC2 agonist 14%, aSyn rescue -4%, PTHR1 ag -21%, EPAC1 antag -5% and EPAC2 antagonist -3%.
COc1ccc(C2=NN(c3ccc(C(=O)O)cc3)C(c3ccc(OC)c(OC)c3)C2)cc1 (centres undefined) was read as TDP-43 yeast inh inconclusive, FUS suppressor inconclusive, EPAC1 agonist 0%, EPAC2 agonist -1%, aSyn rescue 0%, PTHR1 ag -31%, EPAC1 antag -7% and EPAC2 antagonist -1%.
Screening O=C(Nc1nnc([C@@H]2C[C@H](O)[C@@H](CO)O2)s1)Nc1cccc2c1CCCC2 returned TDP-43 yeast inh 29%, FUS suppressor -2%, EPAC1 agonist 2%, EPAC2 agonist 7%, aSyn rescue -3%, PTHR1 ag inactive, EPAC1 antag -11% and EPAC2 antagonist -15%.
COc1ccc(NC(=O)C2CCCN(S(=O)(=O)c3ccc4c(c3)oc(=O)n4C)C2)c(OC)c1 (centres undefined) was read as TDP-43 yeast inh 4%&0%, FUS suppressor inconclusive, EPAC1 agonist 3%, EPAC2 agonist 8%, aSyn rescue 2%, PTHR1 ag -16%, EPAC1 antag -8% and EPAC2 antagonist 2%.
`Oc1c(C(c2ccccc2)N2CCOCC2)ccc2ccccc12` (centres undefined) gave TDP-43 yeast inh inconclusive, FUS suppressor 10%, EPAC1 agonist 16%, EPAC2 agonist 16%, aSyn rescue -61%[inhibitor], PTHR1 ag -37%[inhibitor], EPAC1 antag -8% and EPAC2 antagonist -10%.
For O=C(Cn1nnc(-c2ccc(F)cc2)n1)NC(=O)NC1CCCCC1 the results were TDP-43 yeast inh 14%, FUS suppressor 1%, EPAC1 agonist -10%, EPAC2 agonist 1%, aSyn rescue 16%, PTHR1 ag -6%, EPAC1 antag -16% and EPAC2 antagonist -6%.
O=C1OCC(c2ccc(Cl)s2)=C1c1ccccc1[N+](=O)[O-] was read as TDP-43 yeast inh -9%, FUS suppressor 38%, EPAC1 agonist -3%, EPAC2 agonist 7%, aSyn rescue 22%, PTHR1 ag inactive, EPAC1 antag 3% and EPAC2 antagonist 10%.

Gathered by group: the entries above with a thiophene ring, fused or not (two)
Screening C/C(=N\NC(=O)c1ccccc1C)c1ccc(NC(=O)c2cccs2)cc1 returned TDP-43 yeast inh 12%, EPAC1 agonist -10%, EPAC2 agonist 5%, aSyn rescue -1%, PTHR1 ag -7%, EPAC1 antag -3% and EPAC2 antagonist -1%.
O=C1OCC(c2ccc(Cl)s2)=C1c1ccccc1[N+](=O)[O-] was read as TDP-43 yeast inh -9%, FUS suppressor 38%, EPAC1 agonist -3%, EPAC2 agonist 7%, aSyn rescue 22%, PTHR1 ag inactive, EPAC1 antag 3% and EPAC2 antagonist 10%.

Additional compounds follow.
`CCOC(=O)c1cnc(-c2ccccc2)nc1Oc1ccc(OC)cc1` gave TDP-43 yeast inh -2%, FUS suppressor -38%, EPAC1 agonist -2%, EPAC2 agonist 9%, aSyn rescue 6%, PTHR1 ag inactive, EPAC1 antag 13% and EPAC2 antagonist -2%.
Screening CSC1=N/C(=C/c2ccc(-n3cncn3)cc2)C(=O)N1 returned TDP-43 yeast inh -5%, FUS suppressor 10%, EPAC1 agonist 2%, EPAC2 agonist -4%, aSyn rescue -6%, PTHR1 ag inactive, EPAC1 antag -12% and EPAC2 antagonist 9%.
For O=C(CSc1nnc(-c2ccccc2Br)o1)Nc1nncs1 the results were TDP-43 yeast inh 0%[9.22 µM], FUS suppressor 32%, EPAC1 agonist 6%, EPAC2 agonist 7%, aSyn rescue -1%, PTHR1 ag -10%, EPAC1 antag -14% and EPAC2 antagonist -6%.
Screening Cc1ccc(CNC(=O)C2CCN(S(=O)(=O)N3CCC(C)CC3)CC2)cc1 returned TDP-43 yeast inh -5%&6%, FUS suppressor 14%&-12%, EPAC1 agonist 2%, EPAC2 agonist 7%, aSyn rescue -2%, PTHR1 ag -14%&-76%, EPAC1 antag -2% and EPAC2 antagonist -8%.
For CC(=O)Nc1ccc(NC(=O)C(Sc2ccccc2)c2ccccc2)cc1 (centres undefined) the results were TDP-43 yeast inh -5%, FUS suppressor 10%, EPAC1 agonist 8%, EPAC2 agonist 8%, aSyn rescue -2%, PTHR1 ag -2%, EPAC1 antag 12% and EPAC2 antagonist 12%.
For CCOC(=O)C1CCN(CC(=O)Nc2ccc(OC)c(Cl)c2)CC1 the results were TDP-43 yeast inh 9%, FUS suppressor -1%, EPAC1 agonist 0%, EPAC2 agonist 5%, aSyn rescue -6%, PTHR1 ag -3%, EPAC1 antag 4% and EPAC2 antagonist 19%.
Screening C[C@H]1CN([C@@H](C)CO)S(=O)(=O)c2ccc(Br)cc2O[C@H]1CN(C)Cc1ccccc1 returned TDP-43 yeast inh 0%, FUS suppressor -22%, EPAC1 agonist -7%, EPAC2 agonist 5%, aSyn rescue -1%, PTHR1 ag -21%, EPAC1 antag 9% and EPAC2 antagonist -19%.
For CCOC(=O)[C@]12CCC=C1N(Cc1cccc3ccccc13)C(=O)[C@H](CC(=O)NCCCN1CCCC1=O)C2 the results were TDP-43 yeast inh 23%, FUS suppressor 26%, EPAC1 agonist 0%, EPAC2 agonist 6%, aSyn rescue 1%, PTHR1 ag inactive, EPAC1 antag -13% and EPAC2 antagonist 8%.
